PGC1a acetyl inh: lowers PGC1a acetylation signal in U2OS cells. AlphaScreen anti-acetyl-lysine; with virally co-expressed GCN5 acetyltransferase. inhibition, % at 15.6 µM. actives 0.17% (n = 350,000);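 active means every replicate shows inhibition of at least 40%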;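 further: 0% = neutral control wells and 100% = positive control wells; some results beyond the cut were filed as inactive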
PAX8 reporter: PAX8 transcriptional activity inhibition; actives 1.2% (n = 360,000); inhibition, % at 12.6 µM; RMG-I TPO-luciferase reporter, SteadyGlo, 24 h;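 active means mean replicate inhibition at least 60% with every replicate also reaching 60%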;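 further: luciferase light reporting Pax8 driven TPO promoter activity; plate controls were median of neutral control wells for no effect and mitoxantrone controls for full effect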
Cneo AK release: causes C. neoformans cell lysis | adenylate kinase release luminescence, 4 h; normalised: neutral wells 0, clomiphene wells 100 | lysis activity, % at 15 µM | actives 0.2% (n = 360,000);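 active means mean lysis activity across replicates of at least 80%, whatever share of replicates individually reach that level; inactive means mean lysis activity below 80%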
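Material – log-phase Cryptococcus neoformans yeast cells · Input – 5 × 10^6 yeast cells/mL · Medium – fresh YPD growth medium · Doses – single compound concentration per well · Timing – static 4 h at 37 °C with compound, 1 h detection · Detection – adenylate kinase release luminescence · Read-out – signal increase indicating cell lysis · Control set – Clomiphene as positive lysis control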
LGR2 inh: blocks bursicon-induced cAMP signaling via Drosophila LGR2. HEK293 LGR2, CRE-luciferase, bursicon-stimulated, 4 h. inhibition, % at 9.99 µM. actives 0.35% (n = 380,000). AID 720647;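 active means drop in luminescence signal, shown as inhibition above about 50% in the replicate tests, limit read from the data, passing the limit was not always enough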;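 further: agonist challenge used bursicon conditioned medium at about half maximal strength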
C2C12 statin: suppression of simvastatin myotoxicity. rescue of ATP level, % at 7.49 µM. actives 0.78% (n = 330,000). C2C12 myotubes + simvastatin, ATP luminescence, 48 h; scaled: DMSO 0, geranylgeraniol control 100;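 active means mean ATP rescue above about 67%, or every replicate alone reaching that limit, limit read from the data, passing the limit was not always enough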;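 further: myotubes were challenged with 10 µM simvastatin during compound exposure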
INS-1E GSIS act: GLuc luminescence reporter in INS-1E cells, primary screen for activators of glucose-dependent secretion of insulin | INS-1E GLuc reporter insulin secretion, 2-3 h | AID 743287 | activation, % at 16.6 µM | actives 0.61% (n = 370,000);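 active means lowest replicate activation of at least 40%, so every replicate reaches that level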;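 further: 0% = median of neutral control wells and 100% = median of IBMX positive control wells; some compounds called inactive have numbers as strong as hits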
ARNT TACC3 PPI: disruptors of human ARNT/TACC3 interaction; inhibition, % at 9.99 µM; AlphaScreen His-ARNT PAS-B/GST-TACC3 binding, luminescence; TACC3 fragment carries E629A point mutation; Q9Y6A5; actives 0.66% (n = 390,000);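 active means mean inhibition of replicates at least 50% and at least half of replicates each reaching 50%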;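 further: 0% = complete ARNT plus TACC3 wells and 100% = ARNT alone without TACC3; many hits fall short of the cut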
PglD DTNB: PglD (C. jejuni) enzyme inhibition. AID 602405. purified PglD enzyme, DTNB colorimetric CoA detection. inhibition, % at 12.5 µM. actives 0.098% (n = 360,000); in the data active means inhibition above about 16%, passing the limit was not always enough; further: strong numbers were not always called active
* marks the source's active call; other numbers are inactive results; nt = no result given; & = joins results of further samples. An unsorted share of the library; any-hit rate near 2.9%.

compound,PGC1a acetyl inh,PAX8 reporter,Cneo AK release,LGR2 inh,C2C12 statin,INS-1E GSIS act,ARNT TACC3 PPI,PglD DTNB
CC(C)(C)NC(=O)/C=C/c1cccc(C(F)(F)F)c1,nt,-1,5,-9,nt,13,nt,6
COc1ccc(NC(=O)N(C)C[C@@H]2Oc3c(NC(=O)C4CCCCC4)cccc3C(=O)N([C@H](C)CO)C[C@@H]2C)cc1,4,-17,-2,-9,16,-3,nt,-1
CC(NC(=O)COC(=O)c1cc2ccccc2cc1O)c1ccccc1 (stereo not given),-14,2,-1,12,6,11,14,-5
c1ccc(Cc2ccc(OCCN3CCOCC3)cc2)cc1,13,-28,6,-14,-1,45,-10,-6
CCCC#Cc1ccc2c(c1)O[C@@H](CN(C)C)[C@H](C)CN([C@@H](C)CO)S2(=O)=O,-3,-17,2,20,3,22,-7,-3
CCn1cc(C(=O)OCC(=O)c2cc(C)n(-c3cccc(C(F)(F)F)c3)c2C)c(=O)c2ccc(C)nc21,6,nt,8,-8,nt,-32,-2,3
CCC(=O)N1[C@H](C#N)[C@H](c2ccccc2-c2cccc(C)c2)[C@H]1CO,-1,-27,nt,-3,nt,-15,nt,nt
Cc1noc(C)c1S(=O)(=O)Nc1ccc2c(c1)CC(=O)N([C@@H](C)CO)C[C@H](C)[C@@H](CN(C)S(=O)(=O)c1ccc(F)cc1)O2,5,-20,-5,-1,-24,-2,2,4
Nc1c(Cl)cc(C2=NCCn3nc4cc([N+](=O)[O-])ccc4c32)cc1Cl,-4,0,1,1,-8,10,-1,2
CCOc1ccc(Nc2nc3c(c(=O)[nH]2)CCC3)cc1,-10,nt,-1,nt,13,nt,12,2
COc1cccc(C2CCCCN(C)C2=O)c1 (stereo not given),0,13,5,nt,-5,nt,-24,1
CC(=O)NS(=O)(=O)c1ccc(NC(=O)/C=C/c2cn(-c3ccccc3)nc2-c2ccccc2)cc1,2,-3,-6,9,nt,-11,-3,-9
O=C(C[C@@H]1C=C[C@H](NC(=O)NC2CCCCC2)[C@H](CO)O1)NCc1ccc(F)cc1,-3,15,-3,14,0,5,1,-2
O=c1c(C=Nc2cccc(C(F)(F)F)c2)c[nH]n1-c1cccc(Cl)n1,14,-8,-2,nt,-2,nt,1,-9
COCCCn1c(SCC(=O)c2ccccc2)nc2ccccc2c1=O,-3,8,nt,3,nt,-9,4,nt
O=C(O)c1ccc(/C=N\Nc2ccc(S(=O)(=O)N3CCOCC3)cc2[N+](=O)[O-])cc1,6,-18,2,-7,-3,-2,6,1
COC(=O)Nc1ccc(S(=O)(=O)N2CCCC(C(=O)Nc3cccnc3)C2)cc1 (stereo not given),-4,-21,1,nt,3,nt,-3,-9
O=C(COc1coc(CN2CCN(c3ccccc3)CC2)cc1=O)Nc1ccc(F)cc1,-1,-19,-3,-8,1,9,-1,1
COc1ccc2c(c1)c(CCNNC(=O)C(C)(C)C)c(C)n2C(=O)c1ccc(Cl)cc1,-5,17,0,-32,18,-8,-11,0
Cc1ccc(S(=O)(=O)N[C@H]2CC[C@@H](CCn3cc(C4CC4)nn3)O[C@H]2CO)cc1,2,-1,1,17,1,4,7,0
CCOc1ccc(CCNC(=O)CCS(=O)(=O)c2ccc(Cl)cc2)cc1OCC,-3,2,1,10,17,-8,2,0
Cc1ccc(/C=N\NC(=O)Cn2nnc3ccccc32)o1,nt,nt,0,nt,6,nt,4,-8
CN1OC[C@@H]2CN(C(=O)C(C)(C)C)[C@H](c3ccc(-c4cccnc4)cc3)C[C@@H]21,0,-16,0,4,1,8,nt,2
COc1ccc(S(=O)(=O)N(C)C)cc1NC(=O)CCNC(=O)c1ccco1,nt,-7,-1,7,20,14,-6,3
C[C@H](CO)N1C[C@H](C)[C@@H](CN(C)C(=O)Nc2ccc(F)cc2)Oc2c(NC(=O)c3ccncc3)cccc2C1=O,-4,-9,-1,2,6,7,nt,8

Later entries
compound,PGC1a acetyl inh,PAX8 reporter,Cneo AK release,LGR2 inh,C2C12 statin,INS-1E GSIS act,ARNT TACC3 PPI,PglD DTNB
C[C@@H]1CN([C@@H](C)CO)C(=O)CCCn2cc(nn2)CO[C@H]1CN(C)C(=O)Nc1cccc(Oc2ccccn2)c1,0&10,-4&7&-3,0,13&2,-2&-4,-12&-3,-8,1
COc1cccc(CNC(=O)C(NS(=O)(=O)c2ccc3c(c2)CCN3C(C)=O)C(C)C)c1 (stereo not given),-10,-10,-1,-20,9,-11,-3,4
COc1ccc(C(O)Cc2nccn2C)cc1 (stereo not given),nt,3,-2,nt,-4,nt,-4,4
Cc1ccc(-n2ncc3c(=O)n(CC#N)cnc32)cc1,-76,nt,3,-24,25,11,-2,4
CCOCCCN(C(=O)c1snc(C(N)=O)c1N)C(C(=O)NC1CCCC1)c1ccc(O)c(OC)c1 (stereo not given),nt,-7,3,-14,34,9,nt,-4
COc1ccc(S(=O)(=O)Nc2ccc3c(c2)C(=O)N([C@@H](C)CO)C[C@H](C)[C@@H](CN(C)C(=O)Nc2ccc(C(F)(F)F)cc2)OCCCC[C@@H](C)O3)cc1,-10,84*,-2,-8,nt,-9,19,-1
CCN1CCCC1CNC(=O)c1cn(C)c2ccc(S(=O)(=O)N3CCCCCC3)cc2c1=O (stereo not given),3,nt,5,nt,0,nt,-4,-5
N#Cc1cccc(-c2cn(S(=O)(=O)c3ccc(Cl)cc3)nc2N)c1,-5,nt,-4,5,1,-10,-22,2
O=S(=O)(c1ccc(Br)c2ccccc12)N1CCCC1,3,11,10,-10,14,-8,3,-3
COc1cccc(C(=O)Nc2ccc(NC(=O)C3CCCCC3C(=O)O)cc2)c1 (stereo not given),nt,-49,-3,-1,-9,-3,-4,-4
O=C(c1cnn2ccccc12)N(Cc1ccco1)C1CCCC1,18,12,-1,9,-14,12,-15,-2
O=C(CSc1cnc2ccccc2n1)NC1CCCC1,nt,nt,-1,nt,8,nt,-4,4
Cc1cc(C)c(S(=O)(=O)NCc2cn3c(C)csc3n2)cc1C,17,nt,nt,-6,-13,21,40,nt
CCOC(=O)C1=C(C)NC(C)=C(C(=O)OCC)C1C(=O)OCC(=O)N1CCCCC1C (stereo not given),4,-1,0,1,4,-20,nt,-3
CCn1cc(C(=O)N(C)CC(OC)OC)c(=O)c2cc(S(=O)(=O)N3CCOCC3)ccc21,11,-3,-15,-11,1,4,12,-4
CCC(C)C(=O)Nc1ccc(OC)cc1OC (stereo not given),-5,nt,1,nt,10,nt,21,-4
Cc1cc(C(=O)Nc2ccccc2Cl)n(-c2ccccc2)n1,-8,-3,1,-14,1,61,-7,9
CCc1ccc(NS(=O)(=O)c2cccs2)cc1,-9,nt,2,1,-9,-6,-5,-2
COc1ccc(C(=O)Oc2cc(C)[nH]c(=O)c2[N+](=O)[O-])c(OC)c1,-7,1,-4,12,9,0,16,-3
CC(=O)Oc1cccc2c1C(=O)c1c(OC(C)=O)cc(C(=O)O)cc1C2=O,5,-7,-3,9,-2,-8,11,-4
C[C@@H]1CN([C@H](C)CO)S(=O)(=O)c2ccc(-c3ccc(C#N)cc3)cc2O[C@@H]1CN(C)C(=O)C1CC1,-13,nt,-1,-10,nt,-5,-4,6
COc1ccc(CNC(=O)C[C@@H]2C[C@@H]3c4cc(NS(C)(=O)=O)ccc4O[C@@H]3[C@H](CO)O2)cc1,-3,nt,11,5,2,3,-4,-3
C[C@H](NC(=O)C[C@H]1C=C[C@H](NC(=O)C2CC2)[C@@H](CO)O1)c1ccccc1,-5,0,0,8,1,-1,4,-3
CCN(CC)CCCN(CC(=O)N(C)Cc1ccccc1)C(=O)c1ccc([N+](=O)[O-])cc1,-3,-7,-5,-8,1,-5,-4,-3
CC1CC(C)CN(S(=O)(=O)c2cccc(C(=O)OCCN3CCCC3=O)c2)C1 (stereo not given),-17,nt,0,25,nt,-14,-2,1

The final three entries of the section before open the next one:
compound,PGC1a acetyl inh,PAX8 reporter,Cneo AK release,LGR2 inh,C2C12 statin,INS-1E GSIS act,ARNT TACC3 PPI,PglD DTNB
C[C@H](NC(=O)C[C@H]1C=C[C@H](NC(=O)C2CC2)[C@@H](CO)O1)c1ccccc1,-5,0,0,8,1,-1,4,-3
CCN(CC)CCCN(CC(=O)N(C)Cc1ccccc1)C(=O)c1ccc([N+](=O)[O-])cc1,-3,-7,-5,-8,1,-5,-4,-3
CC1CC(C)CN(S(=O)(=O)c2cccc(C(=O)OCCN3CCCC3=O)c2)C1 (stereo not given),-17,nt,0,25,nt,-14,-2,1
Cc1ccc(/C=N/NC(=O)c2ccc(N(C)S(=O)(=O)c3ccccc3)cc2)cc1,nt,1,-4,14,1,-1,37,0
CCC12CN(C(=O)c3ccc(C)cc3)CC(CC)(CN(C(=O)c3ccc(C)cc3)C1)C2=O,4,6,nt,7,9,12,-6,nt
Cc1ccc(/C=c2\sc3n(c2=O)CN(c2ccc(Br)cc2)CN=3)o1,-2,-4,2,nt,1,nt,nt,1
COc1ccc(S(=O)(=O)N(C)C[C@@H]2OCCCC[C@H](C)Oc3ccc(NC(=O)CCC(F)(F)F)cc3C(=O)N([C@@H](C)CO)C[C@@H]2C)cc1,-27,3,-2,17,nt,-17,-4,0
CC(=O)c1cccc(NC(=O)CN(c2ccc(F)cc2)S(C)(=O)=O)c1,nt,nt,-4,9,4,-5,3,0
O=C(NCc1ccc2c(c1)OCO2)c1c(Cl)cccc1Cl,-24,16,0,11,1,0,-2,-1
CCN(CC(=O)NCCc1ccccc1)S(=O)(=O)c1ccc(C)cc1,nt,-5,nt,24,3,2,-10,nt
COc1ccc(NC(=O)c2cccc3c2C(=O)N(C2CCCCC2)C3)cc1,6,-9,16,-15,-4,7,-7,-5
C[C@H](CO)N1C[C@H](C)[C@H](CN(C)Cc2ccccc2)Oc2ncc(-c3cccc(F)c3)cc2C1=O,4&7,nt,4&-1,-11,-5&19,-11,1&-6,0&-1
Cc1cc(C)cc(OCC(=O)N/N=C/c2ccco2)c1,nt,15,-2,nt,13,nt,-11,-8
N#Cc1ccc(-c2cccnc2)nc1SCC(=O)Nc1sc2c(c1C#N)CCC2,-6,nt,-1,-22,9,nt,-10,1
CCC1CCCCN1C(=O)c1c[nH]c2ccc(S(=O)(=O)N(C)c3ccc(Cl)cc3)cc2c1=O (stereo not given),-3,nt,-1,-6,15,-22,12,1
